APJ antag: antagonists of human APJ apelin receptor; P35414; CHO-K1 APJ beta-arrestin complementation, luminescence; inhibition, % at 20 µM; 330,000 tested, 0.32% active; AID 2521;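 active means inhibition above about 40% at 20 µM, limit read from the data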;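 further: cells challenged with 10 nM apelin-13 agonist together with compound; plate controls were apelin-13 plus DMSO wells for no effect and DMSO wells lacking apelin-13 for full effect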
Target sequence (P35414 whole entry, looked up): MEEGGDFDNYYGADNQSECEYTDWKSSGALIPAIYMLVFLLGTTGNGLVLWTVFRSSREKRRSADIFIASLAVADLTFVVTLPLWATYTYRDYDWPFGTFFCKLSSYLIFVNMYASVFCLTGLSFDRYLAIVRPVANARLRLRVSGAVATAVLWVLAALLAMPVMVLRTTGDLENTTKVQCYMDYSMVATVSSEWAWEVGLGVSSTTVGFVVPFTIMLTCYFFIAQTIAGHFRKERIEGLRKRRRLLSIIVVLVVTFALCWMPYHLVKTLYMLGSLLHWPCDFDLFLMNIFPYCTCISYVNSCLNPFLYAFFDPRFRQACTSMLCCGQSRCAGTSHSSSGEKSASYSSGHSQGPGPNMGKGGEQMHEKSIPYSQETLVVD
UPR CHOP act: apoptotic UPR (CHOP) activation. 330,000 tested, 0.34% active. CHO-CHOP luciferase reporter, luminescence; percent of tunicamycin response over DMSO baseline. activation, % at 10 µM;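 active means at 10 µM dose, activation of 40% or more, normalized to positive control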;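 further: 100% = tunicamycin at 10 µg/mL and 0% = DMSO alone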
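System: CHO-CHOP luciferase reporter cell line | Buffer or medium: F12 medium containing 10% fetal bovine serum | Doses: One dose, 10 µM in 0.5% DMSO | Times: 6 h compound exposure at 37 °C after overnight seeding | Signal: Luciferase luminescence | Read-out: % activation vs tunicamycin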
TIM10 inh: TIM10 yeast growth inhibition; 330,000 tested, 1.4% active; S. cerevisiae TIM10 strain growth, BacTiter-Glo luminescence, 24 h; inhibition, % at 10 µM;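 active means inhibition of 40% or more at the single tested concentration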;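 further: wild-type TIM10 isogenic control strain grown at permissive 25 °C; 0% = DMSO yeast wells and 100% = minimal medium wells without yeast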
tim10-1 inh: growth inhibitors of tim10-1 mutant yeast; 330,000 tested, 2.2% active; inhibition, % at 20 µM; S. cerevisiae tim10-1 ts strain growth, BacTiter-Glo, 24 h;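 active means inhibition of at least 40%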;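 further: mutant grown at 25 °C; 0% = DMSO wells with yeast and 100% = wells holding no yeast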
CXCR6 block: blocks human CXCR6 beta-arrestin recruitment; CHO-K1 PathHunter CXCR6 beta-arrestin, luminescence; 360,000 tested, 0.36% active; inhibition, % at 20 µM; in the data active means inhibition above about 34%, passing the limit was not always enough;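 further: antagonist mode with CXCL16 agonist at 10 nM final; 0% = 10 nM CXCL16 with DMSO and 100% = unstimulated wells without agonist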
Target sequence (O00574 whole entry, looked up): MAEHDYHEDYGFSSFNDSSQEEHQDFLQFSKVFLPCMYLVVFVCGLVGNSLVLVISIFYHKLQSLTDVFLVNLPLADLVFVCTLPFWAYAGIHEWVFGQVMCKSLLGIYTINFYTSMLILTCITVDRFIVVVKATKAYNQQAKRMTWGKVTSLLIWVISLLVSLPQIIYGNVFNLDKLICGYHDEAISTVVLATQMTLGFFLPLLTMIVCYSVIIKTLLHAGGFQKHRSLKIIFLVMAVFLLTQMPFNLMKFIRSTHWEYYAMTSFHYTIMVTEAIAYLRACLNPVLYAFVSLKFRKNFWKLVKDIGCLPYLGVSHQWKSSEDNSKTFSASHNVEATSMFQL
tim23-1 inh: inhibits growth of tim23-1 mutant yeast; S. cerevisiae tim23-1 growth, BacTiter-Glo luminescence, 24 h; inhibition, % at 20 µM; 330,000 tested, 1.3% active; AID 463212;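 active means growth inhibition of the mutant yeast at or above 50%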;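 further: temperature-sensitive mutant grown at 25 °C; plate controls were DMSO-treated mutant yeast for no effect and medium wells lacking yeast for full effect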
UPR XBP1 act: adaptive UPR (XBP1) activation. activation, % at 20 µM. CHO-XBP1 luciferase reporter, IRE1-XBP1 UPR activation, luminescence; percent of tunicamycin response, DMSO as zero. AID 463104. 330,000 tested, 0.33% active;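 active means versus positive control, 20 µM dose yields 30% or more activation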;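 further: 100% = tunicamycin at 10 µg/mL and 0% = DMSO only wells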
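Material: CHO cell line with stable XBP1 luciferase reporter; buffer or medium: F12 medium containing 10% fetal bovine serum; compound: single point, 20 µM final compound, 1% DMSO; incubation: 6 h treatment, 37 °C; measured by: glow luminescence from Steady-Glo reagent; evaluation: activation, % of tunicamycin; control set: tunicamycin high, DMSO low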
Mdm2-MdmX inh: inhibitors of human Mdm2/MdmX interaction | O15151+Q00987 | SaOS-2 split-luciferase Mdm2/MdmX complementation, luminescence | inhibition, % at 8 µM | 330,000 tested, 3% active | AID 485346;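 active means inhibition of at least 50% at 8 µM in the primary screen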
APJ ag: APJ receptor agonism | P35414 | CHO-K1 APJ PathHunter beta-arrestin, luminescence; 0% DMSO wells, 100% apelin | activation, % at 20 µM | 330,000 tested, 0.11% active;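 active means activation more than six SD over the plate average, tested at 20 µM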;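 further: 0% = DMSO alone and 100% = apelin-13 at 10 nM; some results filed as inactive read as strong as hits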
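Assay system: engineered CHO-K1 APJ arrestin reporter cells; Amount: 1000 CHO-K1 reporter cells seeded per well; Dosing: one dose, 20 µM compound, 1% DMSO; Times: compound stimulation 90 min at 25 °C, detection 60 min; Measured by: luminescent beta-gal fragment complementation, chemiluminescent substrate; Read-out: APJ–arrestin association signal; Controls: DMSO vs Apelin-13 10 nM.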
An asterisk follows results filed as active. Some of the compounds tested; count on the stated rates, not on these rows.

The line under a structure holds: APJ antag	UPR CHOP act	TIM10 inh	tim10-1 inh	CXCR6 block	tim23-1 inh	UPR XBP1 act	Mdm2-MdmX inh	APJ ag
- S=C(c1ccc(N2CCCC2)c(Br)c1)N1CCCCC1
 : 7	2.5	18	45*	5	29	0	-11	-5
- COCCCNC(=O)c1ccc(Cn2c(=O)c3ccccc3n(Cc3cc(C)ccc3C)c2=O)cc1
 : -5	2.5	16	28	18	21	0	11	-2
- Cc1ccccc1N1CCN(S(=O)(=O)N(C)C)CC1
 : 11	-0.6	-7	-3	-5	15	-3	1	-1
- COc1ccc(OCC#CCN2CC(C)OC(C)C2)cc1 (stereo not given)
 : 12	-0.7	11	1	2	-1	0	18	-3
- Cc1ccc(CCNC(=O)C2CCCN(S(=O)(=O)c3cccc4nsnc34)C2)cc1 (stereo not given)
 : 7	0.5	4	11	4	4	-2	26	-6
- CCOC(=O)Cn1nc(NC(=O)c2ccc3c(c2)OCO3)cc1C
 : 7	5.9	13	1	-3	0	-1	2	-3
- Cc1cc(C(=O)CSc2nncn2C)c(C)n1-c1ccccc1
 : -16	-3.1	0	18	-4	11	-3	-64	0
- C1=CC2CC1CC2CN1CCN(c2ccccc2)CC1 (stereo not given)
 : 6	1.5	6	7	-2	4	1	-26	-2
- O=S(=O)(NCc1ccccc1)c1ccc(Cl)cc1
 : -13	-0.9	28	31	2	35	2	21	-4
- CCCN(C(=O)CSCc1c(C)noc1C)c1c(N)n(Cc2ccccc2)c(=O)[nH]c1=O
 : 7	1.3	-8	-9	-1	-9	-2	15	-3
- Cc1ccnc(NC(=O)c2ccc(S(=O)(=O)N3CCC(C)CC3)cc2)c1
 : 15	2.4	22	38	3	31	-1	-2	3
- Cc1c(C(=O)NCc2ccc3c(c2)OCO3)oc2ccc(S(=O)(=O)N3CCCCC3)cc12
 : -22	0.8	26	31	-8	22	0	19	1
- CCOc1ccc(C(=O)NCC(=O)N2CCC(C)CC2)cc1OCC
 : -11	1.1	-5	14	-7	5	2	11	-2
- Cc1ccc(S(=O)(=O)N(CC(=O)N/N=C/c2cccc(Cl)c2)c2cccc3cccnc23)cc1
 : 6	3.0	-10	-15	4	-17	24	66*	-2
- CCN1CCN(S(=O)(=O)c2ccc(Cl)c(C(=O)NCCOc3ccc(C)cc3)c2)CC1
 : -27	-1.0	12	14	-1	4	-2	21	1
- O=C(Nc1ccc2c(c1)OCO2)c1c(F)c(F)c(F)c(F)c1F
 : -16	-1.2	12	10	2	15	-1	-3	3
- Cc1ccccc1Cn1ccc(NC(=O)c2nn3cccnc3c2Cl)n1
 : 2	2.4	-15	10	1	18	4	-3	-5
- COCCn1c(SCC(=O)c2ccc(Cl)cc2)nnc1C(C)C
 : -9	1.3	-11	22	15	7	0	-44	4
- CC(C)Oc1ccc(N2CC(C(=O)NC3=NCCS3)CC2=O)cc1 (stereo not given)
 : -14	0.3	-1	23	-5	6	-2	10	-3
- COc1c(Cl)cc(Cl)cc1/C=N/n1cnnc1
 : -9	1.2	19	22	0	14	-1	-11	4
- C[C@H]1COC(=O)[C@H](CC(=O)OC(C)(C)C)C/C=C\C[C@@H](CC(=O)N[C@@H](CO)Cc2ccccc2)C(=O)N1
 : 5	-0.2	6	9	2	11	-1	25	-2
- O=C(CN(C(=O)CSc1nc2ccccc2o1)c1cccc(F)c1)NC1CCCCC1
 : -6	-0.5	20	31	4	32	-4	9	0
- COc1ccc(NC(=O)CCNC(C)=O)cc1NS(=O)(=O)c1ccc(F)cc1
 : 4	-0.4	5	12	-4	2	-2	15	6
- Cn1cc(C(=O)N2CCN(C(=O)c3ccco3)CC2)c2c3ccccc3n(C)c2c1=O
 : 27	-0.7	-3	15	-8	1	0	18	2
- COc1ccc(C2CC(c3ccccc3)=NN2C(=O)CCC(=O)O)cc1 (stereo not given)
 : -29	0.3	5	-8	-10	7	-5	1	3
- COc1ccccc1CNC(=O)COC(=O)c1ncc(Cl)c(Cl)c1Cl
 : 12	1.7	4	10	2	3	-4	-5	-1
- CCc1ccc(-c2cc(C)no2)cc1S(=O)(=O)N1CCN(c2ccccc2F)CC1
 : -43	-0.6	11	30	1	25	-4	32	0
- CCCCOc1ccc(/C=C2/Sc3ccccc3C2=O)cc1
 : -12	3.4	-6	29	-10	1	2	-65	6
- COCc1cc(=O)n2[nH]c(-c3ccsc3-n3c(C)ccc3C)cc2n1
 : 2	0.2	17	-5	5	13	-1	13	-2
- O=C(C#Cc1ccccc1)c1ccc([N+](=O)[O-])cc1
 : 12	30	55*	43*	71*	-95	-2	97*	2

Overlap with the part before: 6 compounds, then new ones.
The line under a structure holds: APJ antag	UPR CHOP act	TIM10 inh	tim10-1 inh	CXCR6 block	tim23-1 inh	UPR XBP1 act	Mdm2-MdmX inh	APJ ag
- COc1ccc(C2CC(c3ccccc3)=NN2C(=O)CCC(=O)O)cc1 (stereo not given)
 : -29	0.3	5	-8	-10	7	-5	1	3
- COc1ccccc1CNC(=O)COC(=O)c1ncc(Cl)c(Cl)c1Cl
 : 12	1.7	4	10	2	3	-4	-5	-1
- CCc1ccc(-c2cc(C)no2)cc1S(=O)(=O)N1CCN(c2ccccc2F)CC1
 : -43	-0.6	11	30	1	25	-4	32	0
- CCCCOc1ccc(/C=C2/Sc3ccccc3C2=O)cc1
 : -12	3.4	-6	29	-10	1	2	-65	6
- COCc1cc(=O)n2[nH]c(-c3ccsc3-n3c(C)ccc3C)cc2n1
 : 2	0.2	17	-5	5	13	-1	13	-2
- O=C(C#Cc1ccccc1)c1ccc([N+](=O)[O-])cc1
 : 12	30	55*	43*	71*	-95	-2	97*	2
- O=C(CCN1CCCCC1)Nn1c(=S)[nH]c2ccccc2c1=O
 : -7	-0.8	8	12	-5	9	2	1	-4
- O=C(NCc1cccnc1)C1CCN(S(=O)(=O)N2CCC3(CC2)OCCO3)CC1
 : -16	-1.8	12	9	-2	10	1	3	0
- O=C(Nc1nc2c(Br)cc(Br)cc2c(=O)s1)c1ccco1
 : 12	1.5	8	10	0	4	-1	20	2
- O=C(CSc1nnc(-c2ccc(F)cc2)o1)N1CCCC1
 : -7	2.4	-15	0	4	2	2	-6	-4
- Cc1ccc(C(=O)OCC(=O)Nc2cccc(S(=O)(=O)N3CCCCC3)c2)o1
 : -2	-1.6	16	8	-1	25	-1	-32	1
- COc1cc(/C=N\NC(=O)c2ccc(C)nc2)ccc1OC(=O)c1cccc(F)c1
 : 10	3.7	-8	-25	-8	-9	-2	-9	1
- Cc1ccc(NC(=O)c2ccc(Cl)c(S(=O)(=O)N3CCCC3)c2)nc1
 : 7	2.1	5	16	-3	18	0	37	2
- COc1ccc(CCNC(=O)c2ccc(CS(=O)(=O)c3ccc(Cl)cc3)o2)cc1OC
 : 2	-0.9	1	28	-10	15	-2	23	3
- CCn1nc(CC(=O)Nc2nnc(CC(=O)N3CCCC3)s2)c2ccccc2c1=O
 : 22	2.8	18	0	5	1	-3	12	-4
- COc1cccc(NC(=O)COc2cc(O)c3c(c2)OC(C)(C)CC3=O)c1
 : -52	0.7	12	21	-6	35	6	-44	-3
- CCC/C(O)=C1\C(=O)CC(c2ccccc2)CC1=NC(C)C(=O)O (stereo not given)
 : 1	-1.3	-2	13	-4	-6	2	-7	2
- O=C(OCc1cncs1)c1ccccc1Cl
 : 0	-0.3	-3	-23	-1	-1	1	16	-2
- COc1ccc(N=C2SC(CC(=O)Nc3ccc(OC)cc3OC)C(=O)N2C)cc1 (stereo not given)
 : 5	-1.1	12	14	1	25	0	16	1
- c1ccc2c(c1)oc1c(N3CCOCC3)ncnc12
 : 3	3.2	-4	15	-1	7	2	12	-4
- COc1ccc(-c2nc(CC(=O)O)cs2)cc1
 : 14	0.7	-5	-7	2	-9	-5	2	-4
- O=C(/C=C/c1ccc(Cl)c([N+](=O)[O-])c1)Nc1cccnc1
 : -14	1.4	16	4	8	-20	0	12	-3
- O=C(CCNC(=O)N1CCn2c1nc1ccccc12)NCc1ccccc1
 : -6	5.5	1	14	4	8	-3	-1	-2
- CC(C)NC(=O)N1CC(c2ccccc2)C(c2ccc(Cl)cc2)=N1 (stereo not given)
 : 8	-1.0	3	26	12	43	-4	-2	1
- O=C(Nc1cc(Cl)ccc1Oc1ccccc1)c1cnccn1
 : -4	-2.6	-9	6	3	1	18	8	1
- CCS(=O)(=O)N1CCC(C(=O)NCCc2ccc(OC)c(OC)c2)CC1
 : 2	-0.8	-9	2	0	-13	0	-4	-2
- Cn1c(SCC(=O)c2ccc(O)c(O)c2)nnc1-c1cccs1
 : -25	0.6	-21	-3	-11	-12	2	12	1
- C(=N\c1nc2ccccc2n1CCN1CCCCC1)/c1ccc2c(c1)OCO2
 : 8	1.2	5	-4	6	-1	-2	-16	-6
- CCCCOc1ccc(Cc2c(O)nc(SC)[nH]c2=O)cc1
 : 6	1.4	-7	-12	1	-1	-6	10	-2
- O/N=C\c1cnc(N2CCN(c3ccccc3)CC2)s1
 : 7	4.2	22	13	-10	43	4	-35	-5
- CN(C)CCCn1cnc2c(c1=N)C(c1ccccc1)c1ccc3ccccc3c1O2 (stereo not given)
 : 15	19	6	26	0	15	32*	100*	-4
- COC(=O)c1cccc(C(=O)N2CCCC(C(=O)c3cc(F)ccc3F)C2)c1 (stereo not given)
 : 14	-1.0	-6	5	-3	28	-2	14	-5

Whole records from above. Order of screens: APJ antag, UPR CHOP act, TIM10 inh, tim10-1 inh, CXCR6 block, tim23-1 inh, UPR XBP1 act, Mdm2-MdmX inh, APJ ag
Profile of `C(=N\c1nc2ccccc2n1CCN1CCCCC1)/c1ccc2c(c1)OCO2` : 8, 1.2, 5, -4, 6, -1, -2, -16, -6
Profile of `O=C(Nc1nc2c(Br)cc(Br)cc2c(=O)s1)c1ccco1` : 12, 1.5, 8, 10, 0, 4, -1, 20, 2
Profile of `COC(=O)c1cccc(C(=O)N2CCCC(C(=O)c3cc(F)ccc3F)C2)c1` (stereo not given) : 14, -1.0, -6, 5, -3, 28, -2, 14, -5

Among those listed so far, 2 have two or more sulfur atoms.
The line under a structure holds: APJ antag	UPR CHOP act	TIM10 inh	tim10-1 inh	CXCR6 block	tim23-1 inh	UPR XBP1 act	Mdm2-MdmX inh	APJ ag
- Cc1ccc(CCNC(=O)C2CCCN(S(=O)(=O)c3cccc4nsnc34)C2)cc1 (stereo not given)
 : 7	0.5	4	11	4	4	-2	26	-6
- Cn1c(SCC(=O)c2ccc(O)c(O)c2)nnc1-c1cccs1
 : -25	0.6	-21	-3	-11	-12	2	12	1

Screening results (PubChem)
